Assay outcomes deposited in PubChem by several laboratories.
ERb SRC1 inh: blocks coactivator binding to human estrogen receptor beta | Q92731 | TR-FRET ER-beta LBD / SRC1-Cy5 peptide binding; receptor agonist-loaded with 1 µM estradiol | inhibition, % at 25.6 µM | actives 1.3% (n = 86,000) | AID 633;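 active = compounds whose percent inhibition of the receptor-coactivator binding signal exceeds about 50% in the single-dose screen, limit read from the data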;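 also: 0% = receptor plus peptide wells without compound and 100% = peptide-only wells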
FAK inh: FAK (human) kinase inhibition; inhibition, %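 (tested at 7 µM)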; actives 0.84% (n = 97,000); biochemical FAK kinase activity assay; in the data active = inhibition above about 19%;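 also: 0% = DMSO and 100% = reference compound high control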
Ecoli WT expand: E. coli BW25113 growth inhibition, expanded screen | OD600 absorbance | growth inhibition, % at 100 µM | actives 0.15% (n = 98,000);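 active = growth inhibition above about 50% at one test dose, limit read from the data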;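 also: growth measured after 20 h incubation at 37 °C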
PLAP activator: activates human placental alkaline phosphatase; AID 696; P05187; actives 1.2% (n = 96,000); purified PLAP enzyme, luminescent substrate read-out; active compounds read high; activation fold at 20 µM; in the data active = activation fold above about 2
Target sequence (P05187 whole entry, looked up): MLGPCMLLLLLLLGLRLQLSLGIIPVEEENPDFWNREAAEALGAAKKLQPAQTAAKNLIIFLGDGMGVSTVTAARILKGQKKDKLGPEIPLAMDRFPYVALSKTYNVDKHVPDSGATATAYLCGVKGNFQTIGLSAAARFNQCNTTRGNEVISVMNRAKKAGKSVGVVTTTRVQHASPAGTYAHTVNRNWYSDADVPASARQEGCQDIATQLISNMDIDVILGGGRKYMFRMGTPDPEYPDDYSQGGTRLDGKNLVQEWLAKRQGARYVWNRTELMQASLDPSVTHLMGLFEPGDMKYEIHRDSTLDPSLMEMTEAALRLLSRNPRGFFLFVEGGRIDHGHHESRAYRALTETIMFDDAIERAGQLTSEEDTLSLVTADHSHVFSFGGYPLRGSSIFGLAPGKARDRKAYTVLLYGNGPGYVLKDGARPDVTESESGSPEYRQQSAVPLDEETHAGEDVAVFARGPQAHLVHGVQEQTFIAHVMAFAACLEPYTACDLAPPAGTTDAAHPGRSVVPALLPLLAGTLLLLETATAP
Mac1 fbg enh: CD11b/CD18-fibrinogen binding enhancement; P05107+P11215; K562 CD11b/CD18 adhesion to fibrinogen, ATPlite luminescence; activation, % at 10 µM; actives 0.07% (n = 93,000);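 active = 10 µM primary screen giving 50% or more activity, confirmed by 40% or more on retest at that dose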; also: strong numbers were not always called active; reference of the scale not given here
ERa coact inh: ER-alpha (human) coactivator binding inhibition; actives 1.7% (n = 86,000); inhibition, % at 25.6 µM; TR-FRET ER-alpha LBD / SRC-1 peptide, estradiol-bound; P03372; in the data active = inhibition above about 50%;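 also: 0% = receptor plus peptide control and 100% = peptide only without receptor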
Mac1 fbg inh: CD11b/CD18-fibrinogen binding inhibition; actives 0.54% (n = 93,000); AID 1497; K562 CD11b/CD18 adhesion to fibrinogen, ATPlite luminescence; Mn2+ added to activate the integrin; inhibition, % at 10 µM;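 active = primary inhibition of 50% or more at 10 µM, then 40% or more on retest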; also: some results filed as inactive read as strong as hits
ERa coact pot: enhances coactivator binding to human estrogen receptor alpha | P03372 | TR-FRET ERalpha-LBD/SRC-Cy5 coactivator binding, 2 h; 100 = basal binding, no effect | coactivator binding (% of control), % at 25.6 µM | actives 1.3% (n = 86,000); in the data active = activity above about 200%;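 also: binding measured in presence of low estradiol as agonist stimulus; 0% = peptide alone without receptor and 100% = receptor with peptide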
MT1-MMP txn act: MT1-MMP promoter transcription activation; HT1080 MT1-MMP promoter luciferase reporter, luminescence, overnight; active compounds read high; activation factor at 10 µM; actives 0.16% (n = 86,000); AID 750;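 active = activation factor of at least 2 for MT1-MMP transcription at 10 µM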
Numbers without * were called inactive; . = no result given; [ ] = dose if it differs, or a comment.

SMILES	ERb SRC1 inh	FAK inh	Ecoli WT expand	PLAP activator	Mac1 fbg enh	ERa coact inh	Mac1 fbg inh	ERa coact pot	MT1-MMP txn act
CC(C#N)On1c(SC(C)C#N)nc2ccccc2c1=O (stereo unspecified)	-7[fluorescence artefact?]	2	2	1.2	-2	-6	4	107	0.9
CCCn1c(CN2CCN(C)CC2)nc2ccccc21	-14	-1	1	1.3	-2	-5	45	109	1.1
CCOC(=O)C1=C(CSc2nc3c(cc2C#N)CCC3)OC(N)=C(C#N)C1c1ccccc1 (stereo unspecified)	10[fluorescence artefact?]	-7	-2	.	.	-8[fluorescence artefact?]	.	97	1.1
Cn1c(=O)cc(OCC(=O)Nc2ccccn2)c2ccccc21	2[fluorescence artefact?]	-2	-6	0.9	1	7[fluorescence artefact?]	-20	109	.
Cc1nc(SCC(=O)c2cccc([N+](=O)[O-])c2)n[nH]1	.	0	3	1.7	-7	.	1	.	.
CCOc1ccc(-n2c(SCC(=O)NCc3ccco3)nc3c(c2=O)SCC3)cc1	17	.	-4	0.8	3	10	-8	107	1.1
O=C(O)c1cccc(Nc2ncnc3c2cnn3-c2ccccc2)c1	-5	0	-1	0.8	-3	-8[fluorescence artefact?]	-25	100	1.1
COc1cc(OC)cc(C(=O)N/N=C/c2ccc(OC)c(COc3ccc(F)cc3)c2)c1	.	6	-16	1	-3	.	3	.	.
CC1CCc2sc3ncnc(N4CCOCC4)c3c2C1 (stereo unspecified)	-8	5	0	1.5	-1	-24	8	116	1.3
CCCCn1c(SCC(=O)Nc2cc(C)on2)nc2ccsc2c1=O	-5	-1	-2	1.1	0	-17[fluorescence artefact?]	1	98[fluorescence artefact?]	1.2
CC(C)N(c1nnc(N)s1)C(C)C	-16[fluorescence artefact?]	1	.	.	.	-6	.	93	1.2
Cc1ccc(S(=O)(=O)NC(=O)Nc2cc(C)ccc2F)cc1	5	0	-3	1	-3	-1	-1	127	1.1
CCOC(=O)c1ccc(Oc2nc(OC)nc(N(C)C)n2)cc1	-2	.	-12	.	.	1	.	99[fluorescence artefact?]	1.1
CCOC(=O)N1CCC(N2C(=O)c3ccccc3C2Nc2cccnc2)CC1 (stereo unspecified)	-10	.	6	1.2	2	3	-34	102	1.1
CCc1ccc(C(C(=O)NCc2ccc(OC)cc2)N(CCOC)C(=O)Cc2cccs2)cc1 (stereo unspecified)	.	-1	-9	0.9	7	.	19	.	.
Oc1csc(Cc2nc(-c3ccc(-c4ccccc4)cc3)cs2)n1	.	-1	-5	1	161*	.	-2	.	.
CSc1nnc(C2CCCN2)n1C (stereo unspecified)	-25	7	-4	0.9	1	-23	2	104	1.1
CC(=O)N/C(=C/c1ccc(Cl)cc1)C(=O)NCCc1c[nH]c2ccccc12	.	-1	5	1	0	.	-2	.	.
O=C(COC(=O)Cc1ccc(S(=O)(=O)N2CCOCC2)s1)NCc1ccccc1	17	-2	4	1	0	19	17	85	1
C=CCOC(=O)CCCC(=O)NC1CCCCC1	0[fluorescence artefact?]	-2	9	1.1	.	-6	.	108	1
CC(C(=O)NC1CCCC1)N(C(=O)c1snc(C(N)=O)c1N)c1ccc2c(c1)OCCO2 (stereo unspecified)	9	21*	-11	1	2	5	-13	91	1.1
CC(C)(C)OC(=O)N1CCC(C(=O)N[C@@H](Cc2ccccc2)C(=O)O)CC1	-10	-2	-4	1	-2	-7	22	108	1
C=CCN(CC(=O)Nc1c(C)cccc1CC)C(=O)SCCC	.	-1	-3	1	-2	.	-8	.	.
COc1ccc(CNC(=O)Nc2cccc(C)c2)cc1	2	-4	0	0.8	-1	-2	-6	115	1.4
CCOC(=O)N1CCC(NC(=O)Cn2nc(-c3ccccc3)ccc2=O)CC1	-5	.	5	1.1	17	1	-17	123	1.2
Cc1ccc(-c2nc(-c3ccccc3)no2)cc1	-6	-1	-1	0.8	-4	-4	34	115	.
O=C(CCc1ccccc1)Nc1ccc(F)cc1F	-24	0	3	0.9	-3	-2	4	117[fluorescence artefact?]	1.5
O=C(Nc1ccc2oc(-c3ccccc3F)nc2c1)c1ccc2c(c1)OCCO2	.	-2	-13	1	-3	.	15	.	.
COCCNc1oc(-c2ccc(F)cc2)nc1C#N	-7	2	2	1	.	-5	.	104	1
COc1ccc(C(C)=O)cc1CN1C(=O)C(C)N(c2ccc(C)cc2)C1=O (stereo unspecified)	-4	-4	2	1.6	-4	-5	7	119	1.4
CCN(CC)c1ccc(C(=O)OCC(=O)NC2CCCCC2C)cc1 (stereo unspecified)	.	1	-8	0.8	0	.	-29	.	.
O=C1CN(C(=O)CCN2CCOCC2)C(c2ccccc2)c2cc(Br)ccc2N1 (stereo unspecified)	3	-2	-15	1.3	3	12	-19	98	1.1
O=C(Nc1ccc2c(c1)OCCO2)C1CCCN(S(=O)(=O)c2cccnc2)C1 (stereo unspecified)	-10	.	7	1	-1	-7	-1	106	1.1
C=CCNC(=O)c1c(N)n(-c2ccc3c(c2)OCO3)c2nc3ccccc3nc12	48	1	-15	1	-2	39[fluorescence artefact?]	-2	74	1.3
Cc1cc2c(cc(C(=O)NCc3cccnc3)n2Cc2ccc(Cl)cc2)o1	-33[fluorescence artefact?]	.	0	1.2	-3	-27[fluorescence artefact?]	-27	76[fluorescence artefact?]	1.1
CCn1c(COc2cccc(OC)c2)nnc1SCC(=O)Nc1cccc(OC)c1	6	-4	8	1.7	3	3	-1	116	1
CCOC(=O)N1CCC(N2CCN(S(=O)(=O)c3ccc(C)cc3)CC2)CC1	0	0	2	1.4	-5	-4	3	95	1.1
CC(C)CC(=O)Nc1cc2nn(-c3ccccc3)nc2cc1Cl	17	0	-5	0.9	-3	2[fluorescence artefact?]	3	100	1.6
COc1ccc2oc(=O)c(C(=O)N3CCN(c4ccc(F)cc4)CC3)cc2c1	-16	-1	2	.	.	-10	.	113[fluorescence artefact?]	1.1
COCCn1c(=NC(=O)c2ccc3c(c2)OCO3)c(C#N)cc2c(=O)n3cccc(C)c3nc21	15	-2	-5	1	2	19[fluorescence artefact?]	-6	102[fluorescence artefact?]	1.1
Cn1cnc2cc(OC(=O)c3ccccc3)ccc21	-1	2	15	0.8	-8	-4	-4	80	.
Cc1nc2nc(Cc3ccccc3)nn2c(C)c1Cl	16[fluorescence artefact?]	-1	-3	1.1	-4	27	1	106	1.1
COc1ccc2c(c1)C(C)=CC(C)(C)N2C(=O)C(C)N1C(=O)c2ccccc2C1=O (stereo unspecified)	-11	1	3	.	.	-4	.	98	0.9
CC(C)CC1(C(=O)O)NC(c2ccccc2O)C2C(=O)N(C(C)C)C(=O)C21 (stereo unspecified)	-10	1	2	1	-2	-12	-13	119	1.1
Cc1ccc(-c2nn(CC(=O)NC(C)c3ccccc3)c(=O)c3ccccc23)cc1 (stereo unspecified)	1	-4	1	1.1	.	27	.	207*[fluorescence artefact?]	1.1
CCN1C(=O)C2C(C1=O)N1C(c3cccs3)C3C(=O)N(CC)C(=O)C3N1C2c1cccs1 (stereo unspecified)	.	-4	-8	1.1	-1	.	-17	.	.
COc1ccc(C(O)c2nccn2Cc2ccccc2)cc1OC (stereo unspecified)	-15	1	8	1.1	.	-5	.	108[fluorescence artefact?]	1
COCCN(CC(=O)NCC1CCCO1)C(=O)CCC(=O)Nc1cc(C)on1 (stereo unspecified)	20	-2	-1	0.9	-3	1[fluorescence artefact?]	6	99	1.1
Cc1cc(=O)n(C)c(=O)n1CCCCCN1CCCC1	-1	-3	-1	1	0	-6	-4	80[fluorescence artefact?]	1
CC(=O)c1cccc(NC(=O)CN(c2ccccc2F)S(C)(=O)=O)c1	2	-1	1	1.1	-4	-3	0	102	1.3
Cc1oc2c(C)c3oc(=O)c4c(c3cc2c1C)CCCC4	1	7	-3	0.9	-1	-6	-4	142	1
CCn1cc(C(=O)O)c(=O)c2cnc(N3CCN(C(=O)Nc4cccc5ccccc45)CC3)nc21	1[fluorescence artefact?]	.	.	1	-3	-6	0	135	1.2
O=C(O)CSCNC(=O)CC12CC3CC(CC(C3)C1)C2	-34	2	-2	1.2	.	-24	.	103	1
CSc1nc(-c2ccco2)nn1C(=O)c1ccccc1	0	-3	-6	1.1	-5	-1	-2	104	1
Cc1ccc(-c2ccc(=O)n(CC(=O)NCCN3C(C)CCCC3C)n2)cc1 (stereo unspecified)	.	-2	-2	1.5	.	.	.	.	1.1
CNc1nnc(-c2cc3ccccc3oc2=O)s1	2[fluorescence artefact?]	4	-6	0.3	-2	5	0	136[fluorescence artefact?]	1.6
CN1CCN(c2ccc(NC(=O)c3ccc4c(c3)OCO4)cc2)CC1	23[fluorescence artefact?]	3	1	1	0	10	-10	93	1.7
CSc1cc(C)n(-c2ccc(Cl)cc2)c(=S)c1C(C)=O	.	-1	-5	0.8	-1	.	-1	.	.
C=CCn1c(SCc2ccc(C#N)cc2)nnc1-c1cccc(OC)c1	0	0	-2	1.6	4	17	-1	111	1
CC(Sc1nc(-c2ccccc2)cc(C(F)(F)F)n1)C(=O)N1CCCC1 (stereo unspecified)	-1[fluorescence artefact?]	-18	-6	1	-4	4	14	110	1
(more compounds)
SMILES	ERb SRC1 inh	FAK inh	Ecoli WT expand	PLAP activator	Mac1 fbg enh	ERa coact inh	Mac1 fbg inh	ERa coact pot	MT1-MMP txn act
CCCCC(=O)c1c(O)c2ccccc2oc1=O	.	0	-1	1.1	-4	.	8	.	1
CCOC(=O)C1CCN(C(=O)c2ccc(Cl)c(Cl)c2)CC1	-11	0	5	1.1	6	-3	-3	91	1.2
CC1=C(C(=O)Nc2ccc(C)cc2C)C(c2ccc(C)o2)NC(=O)N1 (stereo unspecified)	-6	1	1	0.9	-5	-8	0	109	1.2
CCNC(=O)NC(=O)C(C)OC(=O)c1cccnc1SC (stereo unspecified)	12	0	.	.	.	3	.	98	0.9
CC1CCCN(c2nc3c(c(=O)n(C)c(=O)n3C)n2CCSc2nc3ccccc3o2)C1 (stereo unspecified)	-1[fluorescence artefact?]	-1	-6	1.3	-2	7[fluorescence artefact?]	-2	85	1.4
Cc1ccc(/C=C2/NC(=O)N(Cc3ccccc3)C2=O)s1	.	8	-5	1	1	.	18	.	.
CCC(C)C(NS(=O)(=O)c1ccc(C)cc1)C(=O)Oc1ccc2c3c(c(=O)oc2c1)CCC3 (stereo unspecified)	.	0	-5	1	1	.	-10	.	.
CSc1n[nH]c(NC(C)=O)n1	.	-3	3	1	-1	.	-2	.	.
CC1(C)CC(=O)C(C=NCCc2ccccn2)=C(O)C1	3[fluorescence artefact?]	0	2	0.9	-8	6[fluorescence artefact?]	-9	119	1.1
Cc1nn(Cc2ccc(Cl)c(Cl)c2)c(C)c1NC(=O)c1cc(CC(C)C)on1	-6	.	0	1.1	2	1	12	87[fluorescence artefact?]	1.1
Cc1c(/C(O)=C2/C(=O)C(=O)N(CCN3CCOCC3)C2c2cccnc2)cnn1-c1ccccc1 (stereo unspecified)	-5	0	-7	1.3	1	-9	-15	133	1.1
Cc1c(NC(=O)CCCCCN2C(=O)C3C4C=CC(C4)C3C2=O)c(=O)n(-c2ccccc2)n1C (stereo unspecified)	-3	.	-3	1.3	2	-5	-16	106	1.2
